Screens deposited in PubChem by several laboratories.
PABP1 MLLE inh = blocks PAM2 peptide binding to the PABP1 MLLE domain; GST-MLLE / FITC-PAM2 fluorescence polarization; inhibition, % at 20 µM; 0.36% of 360,000 active; AID 588489; in the data active means inhibition above about 35%, passing the limit was not always enough;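 further: plate controls were DMSO wells with GST-MLLE for no effect and wells lacking GST-MLLE protein for full effect; some results filed as inactive read as strong as hits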
bovine MsrA act = activates bovine MsrA enzyme | 0.3% of 360,000 active | activation, % at 10.6 µM | AID 602163 | purified bovine MsrA, absorbance read-out; in the data active means activation above about 7.5%;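 further: 0% = vehicle and 100% = reference activator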
E coli Lon inh = inhibits E. coli Lon protease | purified E. coli Lon protease, fluorescence polarization | inhibition, % at 7.94 µM | P0A9M0 | 0.42% of 360,000 active; in the data active means inhibition above about 13%, passing the limit was not always enough;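 further: 0% = enzyme with probe and DMSO and 100% = no enzyme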
Target sequence (P0A9M0 whole entry, looked up): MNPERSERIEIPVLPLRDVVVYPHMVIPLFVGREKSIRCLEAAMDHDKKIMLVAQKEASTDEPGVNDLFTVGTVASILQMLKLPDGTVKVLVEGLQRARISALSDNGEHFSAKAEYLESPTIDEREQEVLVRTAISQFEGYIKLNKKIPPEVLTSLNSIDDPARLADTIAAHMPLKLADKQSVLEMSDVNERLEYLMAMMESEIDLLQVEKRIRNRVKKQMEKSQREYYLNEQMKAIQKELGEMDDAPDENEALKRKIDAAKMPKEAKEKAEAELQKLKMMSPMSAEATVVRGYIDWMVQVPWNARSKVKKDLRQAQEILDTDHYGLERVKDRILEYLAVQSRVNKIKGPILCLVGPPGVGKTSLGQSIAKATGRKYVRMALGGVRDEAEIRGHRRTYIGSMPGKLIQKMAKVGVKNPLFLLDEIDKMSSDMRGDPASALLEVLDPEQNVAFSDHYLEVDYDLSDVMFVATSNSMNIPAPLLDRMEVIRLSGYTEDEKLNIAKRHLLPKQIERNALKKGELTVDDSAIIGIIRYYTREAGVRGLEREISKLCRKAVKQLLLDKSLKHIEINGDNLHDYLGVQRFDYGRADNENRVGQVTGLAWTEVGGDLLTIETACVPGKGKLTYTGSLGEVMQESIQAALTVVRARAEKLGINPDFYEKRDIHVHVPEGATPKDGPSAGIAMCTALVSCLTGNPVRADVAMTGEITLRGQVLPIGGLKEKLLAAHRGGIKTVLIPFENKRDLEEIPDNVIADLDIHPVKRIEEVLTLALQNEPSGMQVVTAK
Rpn11 inh = inhibitors of human proteasome Rpn11; O00487; human 26S proteasome, Ub4-pepOG fluorescence polarization; 20S core pre-blocked with epoxomicin; calls only at 20 µM; 0.59% of 360,000 active; AID 588493;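 active means inhibition at 20 µM, scaled to each plate's controls, above about 33%, limit read from the data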
Target sequence (O00487 whole entry, looked up): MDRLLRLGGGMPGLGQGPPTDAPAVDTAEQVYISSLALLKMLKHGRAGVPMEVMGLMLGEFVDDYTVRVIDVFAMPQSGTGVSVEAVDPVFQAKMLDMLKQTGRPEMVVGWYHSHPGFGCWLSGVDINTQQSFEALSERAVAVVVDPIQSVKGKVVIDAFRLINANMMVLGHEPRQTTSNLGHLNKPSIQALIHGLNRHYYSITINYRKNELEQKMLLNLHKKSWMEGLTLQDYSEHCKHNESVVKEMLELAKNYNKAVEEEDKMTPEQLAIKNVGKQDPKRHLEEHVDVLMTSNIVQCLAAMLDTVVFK
MsrA inh = inhibitors of bovine MsrA. inhibition, % at 15.5 µM. 0.75% of 360,000 active. purified bovine MsrA, absorbance read-out; in the data active means inhibition above about 4.5%;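 further: 0% = vehicle wells with enzyme and 100% = reference inhibitor wells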
Rin1 Abl inh = inhibitors of human Rin1-Abl protein interaction; P00519+Q13671; TR-FRET Rin1/Abl binding, biochemical; inhibition, % at 7.35 µM; 0.4% of 360,000 active; in the data active means inhibition above about 5%, passing the limit was not always enough
CSN inh = CSN deneddylation inhibition; Q92905; Purified CSN, SCF-Nedd8-OG deneddylation, fluorescence polarization; inhibition, % at 12.5 µM; 0.38% of 360,000 active; AID 651999;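 active means pattern-corrected inhibition above about 35%, with an unprinted fluorescence ratio check between 0.5 and 1.5, limit read from the data, passing the limit was not always enough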;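 further: 0% = enzyme with substrate and 100% = substrate without enzyme; some results filed as inactive read as strong as hits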
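assay system = purified human Csn5 enzyme expressed in HEK293T cells | amount = 0.24 nM enzyme | buffer or medium = Tris/NaCl/DTT buffer, pH 7.5 | reagent = 10 nM SCFSkp2-Nedd8OG | compound = one concentration, 12.5 µM, 0.25% DMSO | times = 90 min reaction at room temperature | signal = FP | read-out basis = % inhibition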
MT1-MMP act inh = blocks activation of human MT1-MMP; GFP/RFP ratio change, % at 20 µM; HT1080 RFP-PRO-GFP cells, GFP/RFP ratio fluorescence, overnight; percent of plate control window, DMSO zero; 0.061% of 360,000 active;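 active means GFP/RFP ratio change of at least 30% with cell ATP level not reduced by more than half and red fluorescence within 50% of control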; further: strong numbers were not always called active
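Read-out: GFP/RFP fluorescence ratio; Test system: RFP-PRO-GFP reporter HT1080 cells; Compound dosing: single-point 20 µM compound, 1% DMSO; Times: overnight compound exposure at 37 °C.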
FAS-TE inh = FAS thioesterase (human) inhibition. recombinant FAS-TE, OMFH fluorogenic substrate, fluorescence endpoint. 0.67% of 360,000 active. AID 602261. inhibition, % at 15 µM;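 active means compounds whose normalised, plate-corrected inhibition of enzyme fluorescence in the single-dose primary screen is 50% or more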;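 further: 0% = DMSO with enzyme and 100% = substrate without enzyme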
* = called active by the depositor; i = inactive; . = no result given; + = active, no number.

SMILES	PABP1 MLLE inh	bovine MsrA act	E coli Lon inh	Rpn11 inh	MsrA inh	Rin1 Abl inh	CSN inh	MT1-MMP act inh	FAS-TE inh
COC(=O)c1ccc(N2C(=O)CC(N3CCN(c4ccccc4)CC3)C2=O)cc1 (configuration not stated)	-3	0	4	i	0.7	2	-4	1	-5
CC(C)CSc1nsc(N)n1	-2	-8	-2	i	0.0	2	3	1	-10
CCCCC(=O)Nc1ccc(C(=O)NCc2ccncc2)cc1	-12	-15	-6	i	-0.5	1	-2	-6	-9
CCNC(=S)NNC(=O)c1cccn(Cc2ccc(Cl)cc2)c1=O	-32	-2	0	i	2.3	-4	1	4	-14
NC(=O)C1CC(=O)N(c2ccc(OCC(=O)Nc3ccc(F)cc3)cc2)C1 (configuration not stated)	7	-4	-14	i	0.6	-1	-3	-3	-9
Cc1cc(Nc2ccccc2)nc(N)n1	-9	-5	7	i	.	-1	-1	-1	-4
CC1CCCC(C)N1CC(O)COc1ccc(Cl)cc1 (configuration not stated)	0	-3	0	i	-0.8	-7	-6	-6	0
Cc1nc(Cc2nnc(SCC(=O)N3CCN(c4ccccc4)CC3)o2)cs1	19	-3	-10	i	-1.3	2	5	-4	-5
Cc1ccc(NC(=S)N(CCCN2CCCC2)Cc2cccn2Cc2ccc(Cl)cc2)cc1Cl	-30	-8	-1	i	0.9	1	1	-1	26
O=C(CN1CCN(S(=O)(=O)c2cc(Cl)ccc2Cl)CC1)Nc1ccc2c(c1)OCCO2	6	-5	-4	i	-0.3	-3	-4	6	11
c1cncc(-c2noc(-c3ccc4ccccc4c3)n2)c1	3	3	-14	i	1.4	-1	0	2	3
COC(=O)CN1C(C)=Nc2ccc(C)cc2C1c1ccccc1 (configuration not stated)	3	-5	-1	i	1.4	2	-3	3	-14
N#C/C(=C\c1ccc(N2CCCCC2)o1)C(N)=O	-144	-2	-426	.	-0.2	-24	106*	-119	-19
O=C(CN1CCN(Cc2cccc3ccccc23)CC1)NCCc1ccccc1	-1	-1	4	i	0.7	1	0	2	8
O=S(=O)(NCCSc1ccccn1)c1ccc(Cl)cc1	18	-2	-12	i	0.1	1	1	-2	2
O=C(Nc1ccncc1)C1CCN(S(=O)(=O)c2ccccc2)CC1	2	0	-8	i	0.9	1	-5	2	-2
COc1ccc(Cl)cc1C(=O)NCC(c1ccco1)N1CCCC1 (configuration not stated)	6	2	-6	i	-0.8	3	4	-6	-6
O=C(NCc1ccccc1)c1ccc(Cl)cc1[N+](=O)[O-]	4	-3	-5	i	-0.2	0	-1	3	3
CC1(C)CC(=O)C(C(=O)c2ccccc2)C(=O)C1Cl (configuration not stated)	0	-3	0	i	0.7	-3	-5	-2	-6
COc1cc(C2N(c3cc(C)on3)C(=O)C3CCCN32)cc(OC)c1OC (configuration not stated)	-2	-6	3	i	-0.3	0	3	0	-4
O=C(NC(=S)Nc1ccc(Cl)cn1)C(c1ccccc1)c1ccccc1	12	-4	-2	i	-0.4	-6	0	-7	24
O=C(NCc1cccc(Cl)c1)C1CCCO1 (configuration not stated)	1	-3	2	i	0.6	1	-3	0	-8
CCCc1c(C(=O)Nc2cc(C)on2)cnn1-c1ccccc1	-6	1	-1	i	0.9	8.7*	0	1	-5
COc1cc(C2C(C#N)=C(N)N(N(C)C)C3=C2C(=O)CC(C)(C)C3)ccc1O (configuration not stated)	7	-4	-3	i	0.4	-1	0	0	-4
OCC1CCCCN1C(=S)NCc1ccco1 (configuration not stated)	17	-4	1	i	0.9	-2	8	0	-5

(listing goes on)
SMILES	PABP1 MLLE inh	bovine MsrA act	E coli Lon inh	Rpn11 inh	MsrA inh	Rin1 Abl inh	CSN inh	MT1-MMP act inh	FAS-TE inh
CCN(CC)CCCNC(=O)c1nn(-c2ccc(OC)cc2OC)c(=O)c2ccccc12	-81	-2	2	+	0.3	0	2	-1	-8
CC(C)OC(=O)CSc1nnc(-c2cccnc2)n1Cc1ccccc1	-8	-13	1	i	-0.5	-2	-6	5	-11
COc1cc(OC)cc(-c2c(-c3cccs3)c3cc(-c4ccc5c(c4)OCCO5)ccc3n2C)c1	-20	-1	4	i	1.4	-4	6	-2	35
CNC(=O)C12CC3CC(C1)CC(c1ccc(C)cc1)(C3)C2	9	-4	1	i	-0.9	3	-1	2	1
O=C(c1ccccc1C(=O)N(c1ccccc1)c1ccccc1)N1CCCCC1	0	-1	-4	i	0.4	-2	4	-1	-6
COc1ccc(-c2cn3ccc(C)cc3n2)cc1	2	-11	-2	i	-1.1	0	3	6	-5
O=C1NC(=S)S/C1=C/c1ccc(Oc2cnccn2)cc1	18	-3	-1	i	1.4	-1	10	-2	15
COc1cccc(NC(=O)C(OC(=O)c2ccc([N+](=O)[O-])o2)c2ccccc2)c1 (configuration not stated)	-25	0	-4	i	-0.3	1	3	-2	33
COC(=O)c1cc(N=Nc2c(C)[nH]c3ccccc23)cc(C(=O)OC)c1	-15	-2	6	i	1.1	0	-3	-1	-6
Cc1ccc(S(=O)(=O)Nc2ccccc2C(=O)N2CCOCC2)cc1	9	0	-3	i	0.9	-1	0	-1	-6
O=C(CSCc1ccccc1Cl)Nc1ccc(C(=O)O)cc1	-3	-9	0	i	-0.6	0	5	3	-2
COc1ccc2sc(C)cc(=O)c2c1	8	-5	0	i	1.8	-4	1	3	-7
Cc1ccc(NC(=O)CSc2nnc(C3CCCCC3)n2N)cc1F	-5	1	2	i	1.0	2	-4	5	4
CC(=O)c1cc(F)ccc1OCC(=O)N1CCN(c2ccc(F)cc2)CC1	-3	2	-4	i	-1.4	1	0	3	0
Cc1ccc(S(=O)(=O)NN=C2CC(C)(C)CC(=O)C2(C)C)cc1	5	-4	-1	i	-0.6	1	4	7	-6
COC(=O)c1ccccc1NC(=O)CSc1nccn1C	23	-1	1	i	0.5	5	-1	7	-6
CSCC[C@@H](C(=O)O)N1Cc2ccccc2C1=O	-1	-2	-10	i	-0.9	-2	1	2	-8
CCc1nc2ccc(C(=O)NCc3ccccc3)cc2nc1CC	-13	0	-10	i	0.5	1	-3	0	6
O=C(O)CCCCCN1C(=O)C(O)=C(C(=O)/C=C/c2ccccc2)C1c1cccc([N+](=O)[O-])c1 (configuration not stated)	0	-3	-6	i	3.8	2	8	-1	-4
O=C(/C=C/c1ccccc1)N1CCC[C@H]1CO	-11	-3	-1	i	0.0	3	-2	-2	-7
CN=C(Nc1ccc(C(=O)OC)cc1)SC1CC(=O)N(c2ccccc2F)C1=O (configuration not stated)	-3	-3	-11	i	0.2	-3	-2	1	8
CCOc1ccc(CCN2C(=O)C(=O)N([C@@H](Cc3ccc(O)cc3)CN3CCC[C@H]3CN3C(=O)C(=O)NC[C@@H]3Cc3ccc(O)cc3)C[C@@H]2Cc2ccccc2)cc1	.	-5	5	.	0.4	.	0	5	2
O=C(COC(=O)c1ccc([N+](=O)[O-])s1)NC(c1ccccc1)c1ccccc1	-4	17*	-8	i	1.8	2	16	3	3
Cc1ccc(S(=O)(=O)N2CCN(C(=O)C3CCCO3)CC2)cc1 (configuration not stated)	5	0	0	i	1.2	-3	-3	5	-3
Cc1csc(N2CCCC2c2nc3cc(Cl)c(N4CCCCC4)cc3n2CCOCCO)n1 (configuration not stated)	8	-3	-5	i	0.7	4	3	3	-4

Random excerpt: 2 compounds from above
SMILES	PABP1 MLLE inh	bovine MsrA act	E coli Lon inh	Rpn11 inh	MsrA inh	Rin1 Abl inh	CSN inh	MT1-MMP act inh	FAS-TE inh
O=C(COC(=O)c1ccc([N+](=O)[O-])s1)NC(c1ccccc1)c1ccccc1	-4	17*	-8	i	1.8	2	16	3	3
COc1ccc(-c2cn3ccc(C)cc3n2)cc1	2	-11	-2	i	-1.1	0	3	6	-5

Next section
SMILES	PABP1 MLLE inh	bovine MsrA act	E coli Lon inh	Rpn11 inh	MsrA inh	Rin1 Abl inh	CSN inh	MT1-MMP act inh	FAS-TE inh
Cc1ccc(OCc2cn3cccnc3n2)cc1	7	-6	-2	i	0.6	4	4	-6	-2
O=S(=O)(c1ccc(F)cc1)n1ccc(-c2cnc(-c3ccccc3)s2)n1	-3	1	-1	i	-0.7	1	-4	-1	67*
COc1cccc(N2CCN(C(=O)c3cc4c(=O)n(Cc5ccccc5)ccc4nc3C)CC2)c1	-13	-3	-25	i	0.9	-1	1	2	4
CCCC(=O)Nc1c2c(nn1-c1ccc(C)cc1C)CSC2	15	-1	-2	i	-0.5	1	6	1	-6
COc1ccc(CC(=O)NCC2CCCN(Cc3ccc(F)c(OC)c3)C2)cc1 (configuration not stated)	-1	-11	8	i	0.2	0	0	-1	-3
O=S(=O)(Nc1ccccc1N1CCOCC1)c1ccc(Cl)s1	16	-1	5	i	-0.7	1	-1	2	3
COc1ccccc1NC(C#N)c1ccccc1OCc1ccccc1 (configuration not stated)	-17	0	-4	i	0.8	-1	0	2	38
CC(C)c1nc(SCC(=O)c2ccc(F)cc2)c2ccccc2n1	37*	-10	5	i	1.2	-2	8	0	16
Cc1cnc(C(=O)OCC(=O)N2CCN(S(=O)(=O)c3ccc(Cl)cc3)CC2)cn1	15	-3	1	i	-0.1	-2	-2	3	-7
CCOC(=O)c1c(C)[nH]c(C(=O)OCC(=O)NC(C)(C)C)c1C	-16	-5	3	i	0.6	4	-12	2	-2
Cc1noc(C)c1C(=O)OCC(=O)Nc1ccc(C(N)=O)cc1	-4	-5	-1	i	0.4	0	-9	4	1
CCCCCCn1c(=O)n2n(c1=O)[C@@H]1CN(S(=O)(=O)c3ccc(C)cc3)C[C@]1(O)[C@@H](OC(=O)NCc1ccccc1F)C2	-2	-7	-12	i	0.7	-2	0	3	18
Cc1cccc(OCC(=O)Nc2nc3ccc([N+](=O)[O-])cc3s2)c1C	2	-2	4	i	-0.2	3	-3	3	3
Cc1cccc(N(CC(=O)NC2CCCC2)C(=O)CNC(=O)c2ccco2)c1C	-2	-1	-1	i	-1.1	4	0	-1	-2
COc1ccc(/C=c2/sc3n(c2=O)NC2(c4ccccc4)N(C)C(=O)N(C)C2(c2ccccc2)N=3)cc1 (configuration not stated)	4	-3	8	i	0.5	-3	4	-3	41
COC(=O)c1cc(NC(=O)c2nccnc2C(=O)O)cc(C(=O)OC)c1	7	-10	-6	i	0.5	3	-3	0	-7
Cc1ccc(S(=O)(=O)Nc2cccc(-c3cn4ccsc4n3)c2)cc1	-12	-9	-4	i	-0.2	1	-5	3	9
CC(=O)Nc1cccc(NC(=O)CSc2nccn2Cc2ccc(F)cc2)c1	-18	-4	-21	i	-0.3	4	2	4	-8
c1ccc(CN2CCN(c3nc(-c4ccccn4)nc4ccccc34)CC2)cc1	-6	-9	3	i	1.8	3	3	7	-10
CC1(C(=O)NCc2cccc3ccccc23)CCN1C(=O)C1(c2ccccc2)CC1 (configuration not stated)	1	-2	-3	i	-0.1	-3	-4	0	13
CCOC(=O)[C@H]1[C@H]2COc3ccc(Cl)cc3[C@@H]2N2C(=O)CNC(=O)[C@@]12C	3	-2	-3	i	-0.7	0	-5	-1	-8
CCCCN(C)C(=O)Cn1ncc2c3ccccc3n(CCC)c2c1=O	-1	-7	2	i	0.6	-5	4	-1	-1
O=C(Nc1ccccc1N1CCCC1)C1CCN(C(=O)c2ccc(F)cc2)CC1	9	-1	-10	i	-0.1	-1	3	2	-3
Cn1nnc2cc(NC(=O)N3CC4(C)CC3CC(C)(C)C4)ccc21 (configuration not stated)	7	0	-6	i	0.1	-3	-4	2	-3

Rows were taken by chance, and some 3.7% of all compounds hit somewhere here.
